NR2E3 ag-1 = agonists of human nuclear receptor NR2E3 | Q9Y5X4 | GST-NR2E3/biotin-RetCOR TR-FRET, 1536-well | inhibition of corepressor binding, % at 4.78 µM | 0.12% of 320,000 active | AID 2300;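 active means percent inhibition above the cutoff of mean plus 3 SD of all tested compounds, set per screening campaign, cut at about 20% in these data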;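 further: 0% = DMSO wells and 100% = biotin wells as full block of FRET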
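Material: NR2E3–RetCOR corepressor complex | Quantity: 1.35 nM GST-tagged NR2E3 final | Schedule: 5 h at 4 °C | Replication: Singlicate compound wells | Reagent: RetCOR corepressor, biotinylated, 7 nM | Controls: Biotin wells as high control, 0.6% DMSO wells as low control | Signal: TR-FRET, Eu(K)-anti-GST donor, streptavidin-D2 acceptor, ex 340, em 617/671 nm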
CaV13 ICDI inh = Primary screen for inhibitors of IQ motif and Ca2+-dependent inactivation inhibitor domain binding in CACNA1D, Förster resonance energy transfer in living cells, …; 0.098% of 340,000 active; inhibition, % at 12.3 µM; HEK cells, CFP/YFP FRET ICDI-IQ, plate reader, 10 min; percent FRET-ratio fall versus neutral wells;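 active means mean replicate inhibition of at least 30% and at least 1% of replicates passing that level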;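 further: 0% = median of the neutral control wells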
TRPM1 prom inh = reduces MITF-dependent TRPM1 promoter luciferase signal. SK-MEL-5 TRPM1 promoter luciferase, 24 h. inhibition, % at 12.5 µM. 0.83% of 330,000 active;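 active means mean inhibition across replicates of 60% or more, whatever share of single replicates reaches that level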; further: values of inactives mirror those of a sister screen read the other way
Peg3 promoter = inhibitors of Peg3 promoter; HeLa PEG-Prom luciferase reporter, luminescence, overnight; inhibition, % at 20 µM; 1.7% of 360,000 active; AID 588405;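 active means inhibition of at least 50% at 20 µM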
Shn3 3UTR inh = inhibitors of Schnurri-3 3'UTR reporter in osteoblasts | Clone20 osteoblast Shn3 3'UTR firefly luciferase, 24 h | inhibition, % at 12.5 µM | 0.52% of 360,000 active;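 active means mean inhibition of at least 75% with every replicate also reaching 75%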;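 further: 0% = median of neutral control wells and 100% = pilot-screen positive control compound; some compounds past the cut are filed as inactive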
hiPSC survival = increases survival of single human iPS cells | AID 602274 | survival enhancement, % at 20 µM | 0.044% of 360,000 active | hiPSC single-cell survival, ATPlite luminescence; 100% = ROCK inhibitor wells, 0% = DMSO; in the data active means survival enhancement above about 18%;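 further: cells exposed to compounds for 16 hours before the ATP read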
Cardio protect = protects H9c2 cardiomyocytes from peroxide injury; H2O2 injury protection, ATPLite, 2 h; protection from H2O2 cell death, % at 20 µM; 0.63% of 360,000 active; AID 588492;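 active means compounds giving at least 50% protection of heart cells from peroxide-induced death in the single-dose screen, raw or plate-pattern-corrected value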;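 further: 0% = DMSO wells with peroxide and 100% = DMSO wells without peroxide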
m5-HT2A agonist = mouse HTR2A agonism via beta-arrestin recruitment; P35363; CHO-K1 mHTR2A beta-arrestin complementation, luminescence; percent of 30 µM serotonin response; activation, % at 7.6 µM; 0.66% of 360,000 active;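 active means activation above a run cutoff, the mean activation of all tested compounds plus 3 SD, cut at about 14% in these data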;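 further: 0% = plate median of compound wells and 100% = 30 µM serotonin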
Target sequence (P35363 whole entry, looked up): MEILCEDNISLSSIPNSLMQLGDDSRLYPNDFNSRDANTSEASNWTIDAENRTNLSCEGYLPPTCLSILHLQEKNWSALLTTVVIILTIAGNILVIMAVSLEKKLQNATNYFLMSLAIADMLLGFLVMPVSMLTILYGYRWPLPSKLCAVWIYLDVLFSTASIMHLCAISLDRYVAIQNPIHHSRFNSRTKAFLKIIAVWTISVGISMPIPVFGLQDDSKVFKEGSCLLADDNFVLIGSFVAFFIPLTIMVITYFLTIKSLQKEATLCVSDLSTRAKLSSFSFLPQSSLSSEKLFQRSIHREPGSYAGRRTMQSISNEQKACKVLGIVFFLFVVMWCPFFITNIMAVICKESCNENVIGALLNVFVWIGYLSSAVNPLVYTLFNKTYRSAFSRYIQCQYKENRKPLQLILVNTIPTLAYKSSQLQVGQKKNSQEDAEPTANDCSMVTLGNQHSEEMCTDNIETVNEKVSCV
HIF-2a block = inhibitors of HIF-2a. 786-0 RCC cells HIF-2a reporter, luciferase luminescence, overnight. inhibition, % at 18.8 µM. 0.72% of 360,000 active. AID 624352;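 active means inhibition of the luminescence signal of 40% or more relative to plate controls, in a single-dose primary screen at 18.75 µM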
NR2E3 ag-2 = agonists of human NR2E3 nuclear receptor. Q9Y5X4. CHO-S Gal4-NCOR/VP16-NR2E3 two-hybrid, luciferase. inhibition of corepressor binding, % at 3.98 µM. 0.35% of 360,000 active. AID 602229;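 active means inhibition above the mean of all tested compounds plus 3 SD, cut at about 70% in these data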;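 further: 0% = DMSO with NR2E3 transfected cells and 100% = cells lacking NR2E3 construct; higher means lower luciferase signal from less NR2E3 corepressor binding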
PDI turbidity = blocks human protein disulfide isomerase activity. P07237. PDI insulin aggregation turbidity, A650, 90 min. inhibition, % at 10 µM. 0.052% of 350,000 active. AID 588391;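 active means mean inhibition across replicates of 30% or more, whatever share of single replicates reach that level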;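 further: absorbance from insulin aggregation driven by PDI reduction with DTT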
Target sequence (P07237 whole entry, looked up): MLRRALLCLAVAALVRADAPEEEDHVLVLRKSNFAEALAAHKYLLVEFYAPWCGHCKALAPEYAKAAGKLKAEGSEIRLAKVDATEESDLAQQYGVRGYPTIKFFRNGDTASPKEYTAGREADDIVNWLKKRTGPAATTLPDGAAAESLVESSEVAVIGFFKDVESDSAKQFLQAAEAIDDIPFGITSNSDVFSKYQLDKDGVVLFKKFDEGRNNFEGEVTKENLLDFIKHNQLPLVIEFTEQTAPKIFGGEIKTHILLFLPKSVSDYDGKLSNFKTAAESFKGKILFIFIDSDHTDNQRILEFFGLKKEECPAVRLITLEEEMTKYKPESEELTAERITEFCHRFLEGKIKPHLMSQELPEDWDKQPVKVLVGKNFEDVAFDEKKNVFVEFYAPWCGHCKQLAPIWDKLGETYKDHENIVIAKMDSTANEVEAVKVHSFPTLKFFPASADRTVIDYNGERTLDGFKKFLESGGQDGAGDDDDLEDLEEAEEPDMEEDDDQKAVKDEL
Numbers without * were called inactive.

`O=C1NC[C@H](CCCCN2C[C@H](Cc3ccccc3)N(CCc3ccccc3)C(=O)C2=O)N(CCC2CCCCC2)C1=O` gave CaV13 ICDI inh -4, hiPSC survival 0.7, m5-HT2A agonist -3, HIF-2a block -11 and NR2E3 ag-2 -70.
Screening Cc1ccccc1N=C(NOCc1ccccc1)c1nonc1N returned NR2E3 ag-1 -10, TRPM1 prom inh 3, Peg3 promoter 21, Shn3 3UTR inh -5, hiPSC survival -1.2, Cardio protect -7, m5-HT2A agonist -5, HIF-2a block 23, NR2E3 ag-2 -13 and PDI turbidity -1.
`Cc1ccc(/C=C/C(=O)NCCCn2ccnc2)cc1` gave NR2E3 ag-1 -2, CaV13 ICDI inh -2, TRPM1 prom inh -4, Peg3 promoter -19, Shn3 3UTR inh -12, hiPSC survival -2.6, Cardio protect -3, m5-HT2A agonist -4, HIF-2a block -24, NR2E3 ag-2 -14 and PDI turbidity 1.
Screening O=c1c2ccccc2c(C=Nc2ccccc2O)c(O)n1-c1nccs1 returned NR2E3 ag-1 -3, CaV13 ICDI inh -4, TRPM1 prom inh 1, Peg3 promoter -11, Shn3 3UTR inh 87*, hiPSC survival -0.2, Cardio protect 35, m5-HT2A agonist -4, HIF-2a block -17, NR2E3 ag-2 -19 and PDI turbidity -5.
Screening COc1cc(C(O)c2nc(-c3cccc(C(F)(F)F)c3)cs2)ccc1F (configuration not stated) returned CaV13 ICDI inh -6, Peg3 promoter 16, Shn3 3UTR inh 6, hiPSC survival -2.4, Cardio protect -8, m5-HT2A agonist -1, HIF-2a block -10, NR2E3 ag-2 -46 and PDI turbidity 2.
Screening CCOC(=O)[C@@H](NC(=O)CC[C@H]1O[C@@H](n2cc(C)c(=O)[nH]c2=O)C[C@@H]1O)C(C)C returned CaV13 ICDI inh -6, Peg3 promoter 20, Shn3 3UTR inh -18, hiPSC survival 3.4, Cardio protect 0, m5-HT2A agonist 2, HIF-2a block 3, NR2E3 ag-2 -1 and PDI turbidity 17.
`NCC(O)COCCC12CC3CC(CC(C3)C1)C2` (configuration not stated) gave NR2E3 ag-1 0, CaV13 ICDI inh -4, TRPM1 prom inh 4, Peg3 promoter -1, Shn3 3UTR inh 3, hiPSC survival 1.0, Cardio protect 9, m5-HT2A agonist -2, HIF-2a block 11, NR2E3 ag-2 -20 and PDI turbidity 0.
For CC(C)CN(C(=O)CC1CCCC1)c1c(N)n(Cc2ccccc2)c(=O)[nH]c1=O the results were NR2E3 ag-1 -2, CaV13 ICDI inh -6, TRPM1 prom inh 1, Peg3 promoter 7, Shn3 3UTR inh 1, hiPSC survival 0.2, Cardio protect -1, m5-HT2A agonist 1, HIF-2a block 15, NR2E3 ag-2 -3 and PDI turbidity 1.
For COC(=O)[C@H](CCSC)NC(=O)Nc1cccc(C)c1C the results were NR2E3 ag-1 -2, CaV13 ICDI inh -5, TRPM1 prom inh 13, Peg3 promoter 10, hiPSC survival -0.8, Cardio protect -2, m5-HT2A agonist 7, HIF-2a block 3, NR2E3 ag-2 -20 and PDI turbidity 1.
O=C(O)c1cnc(N2CCOCC2)nc1 was read as NR2E3 ag-1 3, CaV13 ICDI inh -4, TRPM1 prom inh -12, Peg3 promoter 4, Shn3 3UTR inh 9, hiPSC survival -3.4, Cardio protect 0, m5-HT2A agonist 1, HIF-2a block 12, NR2E3 ag-2 5 and PDI turbidity 0.
`Cc1cccc(OCC(=O)NCC(=O)N/N=C/c2cccnc2)c1` gave NR2E3 ag-1 -1, CaV13 ICDI inh -7, TRPM1 prom inh 2, Peg3 promoter 10, Shn3 3UTR inh 7, hiPSC survival -0.6, Cardio protect 0, m5-HT2A agonist -7, HIF-2a block 18, NR2E3 ag-2 -22 and PDI turbidity -2.
CN(C)c1ccc(/C(=N\O)C(F)(F)F)cc1 was read as NR2E3 ag-1 2, CaV13 ICDI inh -7, TRPM1 prom inh -10, Peg3 promoter -31, Shn3 3UTR inh 13, hiPSC survival 0.2, Cardio protect -9, m5-HT2A agonist 8, HIF-2a block -40, NR2E3 ag-2 5 and PDI turbidity -7.
`Cn1ccnc1SCCC#N` gave NR2E3 ag-1 -3, TRPM1 prom inh 10, Peg3 promoter -16, Shn3 3UTR inh 2, hiPSC survival 3.4, Cardio protect -4, m5-HT2A agonist -1, HIF-2a block 0, NR2E3 ag-2 -1 and PDI turbidity -7.
`NNC(=O)c1csc(COc2cc(Cl)cc(Cl)c2)n1` gave NR2E3 ag-1 2, CaV13 ICDI inh -5, TRPM1 prom inh -5, Peg3 promoter 9, Shn3 3UTR inh 4, hiPSC survival 0.4, Cardio protect -2, m5-HT2A agonist 0, HIF-2a block 12, NR2E3 ag-2 -27 and PDI turbidity -5.
`CCC(=O)N1CCc2cc(S(=O)(=O)NC(C(=O)NCc3ccccc3)C(C)C)ccc21` (configuration not stated) gave NR2E3 ag-1 2, TRPM1 prom inh 0, Peg3 promoter -7, Shn3 3UTR inh 14, hiPSC survival 3.5, Cardio protect 4, m5-HT2A agonist -3, HIF-2a block 6, NR2E3 ag-2 2 and PDI turbidity -1.
For COc1ccccc1NC(=O)CC1COc2ccccc2O1 (configuration not stated) the results were NR2E3 ag-1 0, CaV13 ICDI inh -5, TRPM1 prom inh -4, Peg3 promoter 3, Shn3 3UTR inh 6, hiPSC survival 2.6, Cardio protect -3, m5-HT2A agonist -2, HIF-2a block -5, NR2E3 ag-2 -28 and PDI turbidity -7.
For C[C@H](NC(=O)c1nc[nH]c1C(=O)NCc1ccc(CNC(=O)OC(C)(C)C)cc1)c1ccccc1 the results were NR2E3 ag-1 1, CaV13 ICDI inh -9, TRPM1 prom inh 8, Peg3 promoter 41, Shn3 3UTR inh 80, hiPSC survival -1.0, Cardio protect -12, m5-HT2A agonist 0, HIF-2a block 7, NR2E3 ag-2 -10 and PDI turbidity -2.
Screening Cc1noc(C)c1C(=O)Nc1cccc(S(=O)(=O)N2CCCCC2)c1 returned NR2E3 ag-1 0, CaV13 ICDI inh -2, TRPM1 prom inh 2, Peg3 promoter 10, Shn3 3UTR inh -6, hiPSC survival 1.5, Cardio protect -9, m5-HT2A agonist 6, HIF-2a block 15, NR2E3 ag-2 0 and PDI turbidity -2.
Screening C[C@H](CO)N1C[C@H](C)[C@@H](CN(C)C(=O)c2ccncc2)OCc2cnnn2CCCC1=O returned CaV13 ICDI inh -7, Peg3 promoter -11, Shn3 3UTR inh -21, hiPSC survival 0.0, Cardio protect 4, m5-HT2A agonist 0, HIF-2a block 6, NR2E3 ag-2 -28 and PDI turbidity -2.
`Cc1cc(C)c(S(=O)(=O)N2CCCC2CNC(=O)c2ccc3c(c2)OCO3)c(C)c1` (configuration not stated) gave NR2E3 ag-1 -2, CaV13 ICDI inh -6, TRPM1 prom inh 0, Peg3 promoter 13, Shn3 3UTR inh 7, hiPSC survival -0.4, Cardio protect 2, m5-HT2A agonist -12, HIF-2a block 8, NR2E3 ag-2 -6 and PDI turbidity -2.
For CCN(CCO)C(=O)C12CCC(C)(C(=O)C1)C2(C)C (configuration not stated) the results were NR2E3 ag-1 1, CaV13 ICDI inh -9, TRPM1 prom inh -1, Peg3 promoter -11, Shn3 3UTR inh -7, hiPSC survival -0.4, Cardio protect 1, m5-HT2A agonist 4, HIF-2a block -4, NR2E3 ag-2 15 and PDI turbidity 5.
`CCCCNC(=O)[C@@H]1CC=C[C@@H]2CCN(C3CC3)C(=O)[C@@H]21` gave NR2E3 ag-1 -2, CaV13 ICDI inh -11, TRPM1 prom inh 10, Peg3 promoter -43, Shn3 3UTR inh -12, hiPSC survival 1.0, Cardio protect 0, m5-HT2A agonist 0, HIF-2a block 4, NR2E3 ag-2 -28 and PDI turbidity -7.
`CCc1ccc(NC(=O)C(CC)c2ccccc2)cc1` (configuration not stated) gave NR2E3 ag-1 0, CaV13 ICDI inh -2, TRPM1 prom inh -18, Peg3 promoter -15, Shn3 3UTR inh 15, hiPSC survival 2.3, Cardio protect -1, m5-HT2A agonist -1, HIF-2a block -12, NR2E3 ag-2 -14 and PDI turbidity -3.
For Cc1c(C(=O)N2CCOCC2)c(S(=O)(=O)Nc2cccc(C#N)c2)c(C)n1C the results were NR2E3 ag-1 0, CaV13 ICDI inh -7, TRPM1 prom inh 8, Peg3 promoter 8, Shn3 3UTR inh 3, hiPSC survival -0.3, Cardio protect 1, m5-HT2A agonist -2, HIF-2a block 19, NR2E3 ag-2 2 and PDI turbidity 0.
C/C(=N\NC(=O)Cc1ccc(Cl)cc1)c1cccnc1 was read as TRPM1 prom inh 4, Peg3 promoter -5, Shn3 3UTR inh 5, hiPSC survival -0.2, Cardio protect -5, m5-HT2A agonist -4, HIF-2a block -8, NR2E3 ag-2 -16 and PDI turbidity 3.
`CN(C)C(=O)CN(C)S(=O)(=O)c1ccc(Cl)cc1` gave NR2E3 ag-1 2, CaV13 ICDI inh -9, TRPM1 prom inh 4, Peg3 promoter 14, Shn3 3UTR inh -1, hiPSC survival 5.5, Cardio protect 7, m5-HT2A agonist 0, HIF-2a block 13, NR2E3 ag-2 8 and PDI turbidity 1.
`CCOc1ccc(C(C(=O)NC2CCCCC2)N(C(=O)Cc2cccs2)c2ccc(-n3cnnn3)c(OC)c2)cc1` (configuration not stated) gave NR2E3 ag-1 1, CaV13 ICDI inh -16, TRPM1 prom inh 6, Peg3 promoter 13, Shn3 3UTR inh 12, hiPSC survival -1.0, Cardio protect 12, m5-HT2A agonist -5, HIF-2a block 20, NR2E3 ag-2 35 and PDI turbidity -2.
Screening COc1ccc(CNC(=O)C(C)N2C(=O)NC(c3ccccc3)(c3ccccc3)C2=O)cc1 (configuration not stated) returned NR2E3 ag-1 5, CaV13 ICDI inh -5, TRPM1 prom inh 5, Peg3 promoter 18, Shn3 3UTR inh -11, hiPSC survival 1.6, Cardio protect -4, m5-HT2A agonist -3, HIF-2a block 15, NR2E3 ag-2 -8 and PDI turbidity -5.
`CCn1c(C)c(C(C)=O)c(N2CCCCC2)nc1=S` gave NR2E3 ag-1 0, CaV13 ICDI inh -5, TRPM1 prom inh 5, Peg3 promoter 9, Shn3 3UTR inh 0, hiPSC survival -1.8, Cardio protect -1, m5-HT2A agonist 7, HIF-2a block 14, NR2E3 ag-2 2 and PDI turbidity -6.
Screening CC(=O)Oc1ccc(C(=O)Nc2cccc(C(=O)c3ccc(C)c(C)c3)c2)cc1 returned NR2E3 ag-1 1, CaV13 ICDI inh -6, TRPM1 prom inh 3, Peg3 promoter 16, Shn3 3UTR inh 25, hiPSC survival 0.0, Cardio protect -11, m5-HT2A agonist 2, HIF-2a block -5, NR2E3 ag-2 14 and PDI turbidity -3.
